Screens deposited in PubChem BioAssay by National Center for Advancing Translational Sciences (NCATS).
KAT2A inh – GCN5L2 (KAT2A) acetyltransferase inhibition; Q92830; GCN5L2 HAT assay, ThioGlo1 CoA-SH fluorescence; Potency, µM (series often up to 58.9 µM), without a hit: top-dose activity change, negative = inhibition, hits mostly inhibitors; 0.21% of 390,000 active; AID 504327
Target sequence (Q92830 whole entry, looked up): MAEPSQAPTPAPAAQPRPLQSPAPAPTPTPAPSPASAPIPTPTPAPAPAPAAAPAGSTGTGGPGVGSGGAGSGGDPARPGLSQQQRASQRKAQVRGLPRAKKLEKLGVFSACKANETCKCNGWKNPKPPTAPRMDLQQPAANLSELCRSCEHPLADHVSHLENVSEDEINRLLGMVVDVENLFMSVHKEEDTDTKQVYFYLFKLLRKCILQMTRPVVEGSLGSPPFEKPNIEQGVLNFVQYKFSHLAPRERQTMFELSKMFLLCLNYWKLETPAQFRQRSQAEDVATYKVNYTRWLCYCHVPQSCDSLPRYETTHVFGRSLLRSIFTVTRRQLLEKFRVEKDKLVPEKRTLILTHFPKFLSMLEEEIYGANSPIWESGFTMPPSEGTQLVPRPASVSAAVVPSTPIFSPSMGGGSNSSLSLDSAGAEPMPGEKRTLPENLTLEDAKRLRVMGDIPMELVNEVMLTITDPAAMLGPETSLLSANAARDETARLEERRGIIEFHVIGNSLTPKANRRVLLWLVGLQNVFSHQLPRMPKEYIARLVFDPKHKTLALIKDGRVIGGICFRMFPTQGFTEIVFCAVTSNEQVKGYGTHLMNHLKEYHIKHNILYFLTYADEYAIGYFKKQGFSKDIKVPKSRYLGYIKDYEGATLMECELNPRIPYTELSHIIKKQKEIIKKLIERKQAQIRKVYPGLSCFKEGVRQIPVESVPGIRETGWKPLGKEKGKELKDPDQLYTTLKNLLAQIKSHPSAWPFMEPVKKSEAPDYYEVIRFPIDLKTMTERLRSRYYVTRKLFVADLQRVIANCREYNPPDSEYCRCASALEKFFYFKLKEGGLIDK
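Fluorescence readout, Ex340nm/Em540nm: ThioGlo1 (50uM final) reacts with free CoA thiol released as 20nM GCN5L2 acetylates H3(1-25) peptide (75uM) using acetyl-CoA (70uM). Compound and enzyme sat 15 min beforehand; 20 min room-temperature reaction.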
FEN1 inhibitor – blocks human flap endonuclease 1 | P39748 | Recombinant FEN1 flap cleavage, fluorescence, 15 min | Potency, µM (series often up to 114 µM), without a hit: top-dose activity change, negative = inhibition, most hits filed as inhibitors | 0.35% of 390,000 active | AID 588795; note: nearly all actives have a fitted effect of over 65% in size
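FEN1 at 10 nM preincubated with compounds 15 min at room temperature, then flap DNA substrate added at 50 nM final. Signal read at 0 and 15 min; concentration-response fitted with four-parameter Hill equation.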
N370S GC – inhibits or activates N370S mutant glucocerebrosidase; Potency, µM (series often up to 59.4 µM), inactives show at the top dose activity change, negative = inhibition, usual class: inhibitors; 0.092% of 330,000 active; N370S GC spleen homogenate, 4MU-glucoside fluorescence;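 note: 0% = full enzyme activity and -100% = no enzyme basal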
The depositor's hits bear a star; ? = inconclusive; . = no result given; & = joins results of further samples; [ ] = dose if it differs, or a comment. Calls come from the whole dose curve; as a rule, active = well fitted curve in the direction sought with a large enough effect; inconclusive = small, poorly fitted or top-dose-only effect, or another doubt; inactive = no such curve, though single readings can be large; an effect the other way counts as inactive or inconclusive. Unless noted, % is set by controls: 0 for no effect and ±100 for the full control effect; potency is the fitted concentration of half-maximal effect.

KAT2A inh | Molecule | FEN1 inhibitor | N370S GC
2.5% | CCC(CC)C(=O)Nc1ccccc1C(=O)OCc1cc(=O)n2nc(C3CCCCC3)sc2n1 | -1.7% | .
-17.7%&25.9% | CC(=O)c1ccc(N2CCN(S(=O)(=O)c3ccc(-c4cnc(C5CC5)o4)cc3)CC2)cc1 | -1.8%&-4.8% | -4.8%
-25.6% | COc1ccc(C(=O)N/C(=C\c2cn(C)c3ccccc23)C(=O)N2CCN(C)CC2)cc1OC | -11.9% | 4.2%
7.2% | O=C(COC(=O)CCCN1C(=O)c2cccc3cccc(c23)C1=O)Nc1ccc(Cl)cc1 | -13.5% | 12.6%
3.4% | CC(=O)Nc1cc(C)nn1-c1nc2ccccc2s1 | 5.6% | 3.1%
0.0% | Cc1ccnc(NS(=O)(=O)c2ccc(NC(=O)Cc3c(F)cccc3Cl)cc2)n1 | 1.4% | -3.4%
-1.7% | COc1ccc(N2CCN(C(=O)CSc3ccc([N+](=O)[O-])cc3)CC2)cc1 | 8.9% | 0.5%
1.0% | O=C(CN1CCN(c2ncc(C(F)(F)F)cc2Cl)CC1)NC(=O)NCc1ccccc1 | -0.6% | -7.6%
1.3% | O=C(CNS(=O)(=O)c1ccc(Br)cc1)N1CCOCC1 | 0.6% | -2.3%
-5.0% | CCc1cc2ccc(OC)cc2nc1SCC(=O)N1CCN(C(=O)c2ccco2)CC1 | 1.1% | 1.8%
-2.2% | Cc1cc2nc(N)sc2cc1[N+](=O)[O-] | -4.7% | ?
-3.2% | CCOC(=O)C1=C(C)N(C)C(=S)NC1c1c(OCC)ccc2ccccc12 (stereo not drawn) | -7.6% | 4.8%
-9.3% | NS(=O)(=O)c1cccc(NC(=O)CSc2nc3ccccc3c(=O)n2Cc2ccco2)c1 | -20.0% | .
-18.1% | COc1ccc2cc([C@H](C)C(=O)N(C)Cc3ccccc3N3CCCC3)ccc2c1 | -20.8% | -2.5%
-2.5% | CN1CCN(c2ccccc2NC(=O)COc2ccc(Cl)cc2)CC1 | 0.5% | -8.0%
-14.6% | O=S(=O)(Nc1ccccn1)c1ccc(Oc2ccccc2)cc1 | 14.5% | 4.0%
-9.2% | CCOC(=O)CSc1nc2ccc(NC(=O)c3cccc(F)c3)cc2s1 | -0.3% | .
-31.7% | O=C(c1ccc(Cl)c(S(=O)(=O)N2CCCCC2)c1)N1CCCCCC1 | -6.7% | -6.9%
0.4% | CCSc1ccccc1C(=O)N1CCN(c2ccc([N+](=O)[O-])cc2)CC1 | -12.0% | ?
1.7% | CN1CCN(S(=O)(=O)c2cccc(C(=O)N3CCN(c4ccccc4F)CC3)c2)CC1 | -8.8% | .
-9.8% | Cc1ccccc1-c1nc(CS(=O)CC(=O)NC(C)CCc2ccccc2)c(C)o1 (stereo not drawn) | 7.1% | -5.8%
-8.9% | COC1CCN(C(=O)c2ccc(OC3CCN(Cc4ccccn4)CC3)cc2)CC1 | 5.4% | 22.0%
-4.3% | CC(=O)c1cccc(NC(=O)C(C)OC(=O)c2cc(=O)[nH]c3ccccc23)c1 (stereo not drawn) | -12.2% | 7.4%
-9.0% | O=C(Cn1nnc(-c2ccccc2F)n1)NCCc1ccccc1 | 11.0% | -3.5%
-1.6% | CN(C)c1ccc(NC(=O)c2ccc3nc[nH]c3c2)cc1 | 13.5% | -3.5%
-7.7%&-2.6% | CCC(C)NC(=O)Cn1c(=O)n(CCCCCC(=O)Nc2ccccc2)c(=O)c2sccc21 (stereo not drawn) | 0.7%&1.2% | 12.1%
0.1% | Cc1cccc(C(=O)NNC(=O)c2n[nH]c(=O)c3ccccc23)c1C | 49.9%[activator] | .
-0.9% | Cc1cc(C)c(NC(=O)CN2CCCCCC2)c(C)c1 | -16.6% | 4.6%
-12.1% | CSCCC(NC(=O)c1ccco1)C(=O)NC1CCCCCC1 (stereo not drawn) | 1.1% | -3.0%
-10.9% | CC1Cc2ccccc2N1C(=O)CSc1nnc(-c2cccc(Cl)c2)o1 (stereo not drawn) | 20.2% | .

The closing two compounds of the section before are carried over, then new ones follow:
KAT2A inh | Molecule | FEN1 inhibitor | N370S GC
-12.1% | CSCCC(NC(=O)c1ccco1)C(=O)NC1CCCCCC1 (stereo not drawn) | 1.1% | -3.0%
-10.9% | CC1Cc2ccccc2N1C(=O)CSc1nnc(-c2cccc(Cl)c2)o1 (stereo not drawn) | 20.2% | .
-3.5% | Cc1nn(Cc2ccc(Cl)cc2)c(=O)n1N(C)c1ncc(C(F)(F)F)cc1Cl | -2.4% | -13.2%
-12.2% | Cc1ccc(-c2nc(NC(=O)CSc3nnc(C)s3)ns2)cc1 | -16.7% | 2.5%
-4.3% | CC(C(=O)N1CCN(C2c3ccccc3-c3ccccc32)CC1)N1C(=O)c2ccccc2C1=O (stereo not drawn) | 3.9% | 3.6%
-8.1% | Cc1cccc(NC(=O)CSc2ccc(-c3ccccn3)nn2)c1C | -3.1% | 10.9%
-5.9%&0.0% | CCc1nc2ccc(C(=O)N3CCN(c4cc(C)ccc4C)CC3)cc2nc1CC | -17.0%&-17.4% | -0.5%
-4.3% | CCSc1nnc(NC(=O)c2cccc(S(=O)(=O)N(C)c3ccccc3)c2)s1 | 3.0% | 2.9%
-7.1% | COc1ccc(/C=C2/SC(=S)N(CCCC(=O)Nc3cccc(O)c3)C2=O)cc1 | -1.5% | -8.2%
-5.8% | COc1ccccc1NC(=O)N(Cc1ccco1)Cc1cc2cc(C)cc(C)c2[nH]c1=O | -1.4% | -8.8%
1.8% | CCCNC(=O)COCc1cc(-c2ccc(F)cc2)on1 | -3.3% | .
-7.5% | Cc1nc(SCC(=O)NC(C)(C#N)C2CC2)c2c(-c3cccs3)csc2n1 (stereo not drawn) | -5.3% | -2.5%
-2.0% | C(=N/N1CCN(c2ccccc2)CC1)/c1cccs1 | -0.1% | 5.2%
-0.5% | O=C(Nc1ccccc1)OCc1cnc(Cl)s1 | -2.8% | 1.9%
-4.4% | Cc1cccc(-c2ncc(S(=O)(=O)C(C)(C)C)c(N)n2)c1 | 4.4% | 5.3%
-11.6% | Cc1ccc(SCc2nc(-c3ccc(C(=O)Nc4cc(C)ccc4C)cc3)oc2C)cc1 | 16.4% | .
-1.7% | CCOC(=O)C1(Cc2ccc(Cl)cc2)CCN(Cc2nccn2CC)CC1 | -0.7% | -21.2%
-18.1% | CCOC(=O)CNC(=O)CSc1ncnc2c1cnn2-c1ccc(C)cc1 | 10.4% | 4.2%
-11.2% | CC1CN(C(=O)N2c3ccccc3Sc3ccccc32)CC(C)O1 (stereo not drawn) | -14.3% | -0.3%
19.5% | CCn1c(=N)c(C(=O)NC2CCCCC2)cc2c(=O)n3cccc(C)c3nc21 | 14.6% | .
-8.9% | CC(C)Oc1cccc(-c2cc(C(=O)NC(=S)N(C)c3ccccc3C(=O)O)c3ccccc3n2)c1 | 1.3% | 2.6%
-11.1% | Cc1ccc2cccc(S(=O)(=O)N3CCN(c4cccc(Cl)c4)CC3)c2n1 | -10.2% | 11.7%
-3.0%&-5.4% | O=C(Nc1ccc(Br)cc1)C1CCN(c2cnccn2)CC1 | -14.3%&-1.6% | 9.1%
0.1% | CCN(C(=O)c1sc2cc(OC)ccc2c1Cl)c1ccccc1 | -3.1% | .
0.7% | CCc1ccc(N2C(=O)c3cc(N4CCOCC4)c([N+](=O)[O-])cc3C2=O)cc1 | . | -7.3%
0.1% | CC(CNC(=O)C1CCCCC1C(=O)O)c1ccccc1 (stereo not drawn) | -5.8% | 5.0%
-3.7% | CCn1c(C(C)NC(=O)Cc2ccccc2)nc2ccccc21 (stereo not drawn) | 0.4% | 3.0%
-10.1% | CCOC(=O)CSc1nnc(-c2ccccc2NC(=O)c2ccccc2)o1 | 6.7% | -15.5%
-7.0% | CCOc1nc(Nc2ccc([N+](=O)[O-])cc2)nc(NC(C)(C)C)n1 | -9.4% | -8.0%
-9.7% | O=C(Cn1c(=O)oc2cc(S(=O)(=O)N3CCCC3)ccc21)Nc1ccc(OC(F)(F)F)cc1 | -4.3% | .
-1.9% | Cn1c(-c2cccs2)nc2ccccc21 | 3.4% | 6.6%
-22.4% | Cc1nn2c(=O)cc(CSCC(=O)Nc3ccccc3Cl)nc2s1 | 0.1% | 0.8%

As entered above:
`CCc1nc2ccc(C(=O)N3CCN(c4cc(C)ccc4C)CC3)cc2nc1CC` – N370S GC = -0.5%
`CC(=O)c1ccc(N2CCN(S(=O)(=O)c3ccc(-c4cnc(C5CC5)o4)cc3)CC2)cc1` – N370S GC = -4.8%
`CN1CCN(S(=O)(=O)c2cccc(C(=O)N3CCN(c4ccccc4F)CC3)c2)CC1` – FEN1 inhibitor = -8.8%
`CC(=O)c1cccc(NC(=O)C(C)OC(=O)c2cc(=O)[nH]c3ccccc23)c1` (stereo not drawn) – N370S GC = 7.4%

The results go on:
KAT2A inh | Molecule | FEN1 inhibitor | N370S GC
-1.3% | COc1cccc(CN2CCNC(=O)C2CC(=O)N2CCOc3ccccc3C2)c1OC (stereo not drawn) | 1.9% | -13.4%
-3.7% | CCOc1ccc(OCCOC(=O)CN(C)S(=O)(=O)c2ccc(NC(C)=O)cc2)cc1 | 6.0% | -7.1%
-3.5% | CCOc1ccccc1NC1=NC2CS(=O)(=O)CC2S1 (stereo not drawn) | -1.9% | -2.5%
1.5% | CCc1ccc(C(=O)/C=C/Nc2ccc(S(=O)(=O)Nc3onc(C)c3C)cc2)cc1 | -6.6% | 5.3%
1.8% | CN(C(=O)CSc1nnnn1-c1ccccc1)C1CCCCC1 | -0.5% | -12.4%
2.4% | CCOC(=O)c1c(NC(=O)c2ccc(N3C(=O)[C@@H]4[C@H](C3=O)[C@H]3C=C[C@@H]4C3)cc2)sc2c1CC(C)CC2 (stereo partly drawn) | 2.5% | -7.2%
-3.1% | COCc1ccc(-c2c(-c3cc(OC)cc(OC)c3)oc(=O)c3cc(OC)c(OC)cc23)cc1 | 5.7% | .
-14.5% | CCOc1cc(C#N)c(NC(=O)c2cccnc2Cl)cc1OCC | 15.5% | -24.7%
-24.5% | Cc1ccc(C(=O)CSc2nnnn2Cc2ccccc2)cc1C | 0.0% | -15.5%
-3.8% | CC(C)Cn1c2c(c(O)c(C(=O)Nc3nc4ccccc4s3)c1=O)CCCC2 | 14.7% | -1.2%
-11.1%[12.7 µM] | Cc1cc2c(c(=O)o1)C1O[C@](c3ccsc3)(Cc3ccccc31)O2 | . | -0.1%[12.8 µM]
-5.7% | CC(C)CC(C(=O)N1CCOCC1)N1Cc2ccccc2C1=O (stereo not drawn) | 16.6% | 1.9%
-4.0% | CCc1[nH]nc2c1C(c1ccc(C)o1)C(C#N)=C(N)O2 (stereo not drawn) | -7.6% | 15.9%
-1.6% | Cc1cc(-c2ccccc2)nc2oc3c(c12)NC(=O)CN(c1ccccc1)C3=O | -0.8% | 21.7%
-16.4% | COc1ccc(CNc2ncnc3ccc(-c4cccc(C#N)c4)cc23)c(OC)c1 | . | -18.8%
-2.0% | COc1ccc(CNCc2ccncc2)cc1OC | 10.3% | -2.5%
-14.7% | Cc1cc(NC(=O)CSc2cn(CCNC(=O)c3ccc(Cl)cc3)c3ccccc23)no1 | 5.9% | 2.4%
18.4% | O=C(NCc1ccco1)C1CCN(S(=O)(=O)N2CCOCC2)CC1 | -17.0% | 1.0%
0.0% | COCCNC(=S)NNC(=O)c1ccco1 | -2.4% | -1.1%
-6.7% | Cc1ccc(S(=O)(=O)c2nnn3c2nc(N2CCCCC2)c2sccc23)cc1 | 1.1% | .

Structural class, the compounds so far containing an aryl methoxy group
KAT2A inh | Molecule | FEN1 inhibitor | N370S GC
-25.6% | COc1ccc(C(=O)N/C(=C\c2cn(C)c3ccccc23)C(=O)N2CCN(C)CC2)cc1OC | -11.9% | 4.2%
-1.7% | COc1ccc(N2CCN(C(=O)CSc3ccc([N+](=O)[O-])cc3)CC2)cc1 | 8.9% | 0.5%
-5.0% | CCc1cc2ccc(OC)cc2nc1SCC(=O)N1CCN(C(=O)c2ccco2)CC1 | 1.1% | 1.8%
-18.1% | COc1ccc2cc([C@H](C)C(=O)N(C)Cc3ccccc3N3CCCC3)ccc2c1 | -20.8% | -2.5%
-7.1% | COc1ccc(/C=C2/SC(=S)N(CCCC(=O)Nc3cccc(O)c3)C2=O)cc1 | -1.5% | -8.2%
-5.8% | COc1ccccc1NC(=O)N(Cc1ccco1)Cc1cc2cc(C)cc(C)c2[nH]c1=O | -1.4% | -8.8%
0.1% | CCN(C(=O)c1sc2cc(OC)ccc2c1Cl)c1ccccc1 | -3.1% | .
-1.3% | COc1cccc(CN2CCNC(=O)C2CC(=O)N2CCOc3ccccc3C2)c1OC (stereo not drawn) | 1.9% | -13.4%
-3.1% | COCc1ccc(-c2c(-c3cc(OC)cc(OC)c3)oc(=O)c3cc(OC)c(OC)cc23)cc1 | 5.7% | .
-16.4% | COc1ccc(CNc2ncnc3ccc(-c4cccc(C#N)c4)cc23)c(OC)c1 | . | -18.8%
-2.0% | COc1ccc(CNCc2ccncc2)cc1OC | 10.3% | -2.5%

No enrichment for hits; any-hit rate near 0.54%.
